KOR beta-arrestin-1 = KOR antagonists, beta-arrestin recruitment, cell-based, luminescence, uHTS (AID 1778); Kappa-type opioid receptor (Homo sapiens); KOR beta-arrestin recruitment, luminescence, antagonist mode; higher % means a stronger effect; inhibition, % at 10 µM, or IC50 in µM where a hit was titrated; 290,000 compounds, 0.091% hits; further: strong numbers were not always called active
AID2073 = inhibitors of Mint1-CaV2.2 protein interaction, biochemical, HTRF (AID 2073); Voltage-dependent N-type calcium channel subunit alpha-1B (Homo sapiens); HTRF protein-protein interaction, Mint1-CaV2.2; higher % means a stronger effect; inhibition, % at 20 µM; hits with a dose series show IC50 in µM; 290,000 compounds, 0.19% hits; in the data active means inhibition mostly above about 51%, no sharp cut-off; inconclusive means no clear call, values can overlap the other calls; inactive means mostly below about 53%; further: some results filed as inactive read as strong as hits
KOR beta-arrestin-2 = KOR agonists, beta-arrestin recruitment, primary screen, cell-based, luminescence, uHTS (AID 1777). Kappa-type opioid receptor (Homo sapiens). KOR beta-arrestin recruitment, luminescence; higher % means a stronger effect. one-dose activation, % at 10 µM; EC50 in µM for titrated hits. 280,000 compounds, 0.02% hits; in the data active means activation above about 50%, passing the limit was not always enough; further: a part of the inactive calls stands beside numbers as strong as those of hits
HEK293 NOD2/NF-kB = NOD2 signaling inhibitors, cell-based, luminescence, uHTS, HEK293 (AID 1566) | HEK293 NOD2/NF-kB luciferase reporter, luminescence; higher % means a stronger effect | inhibition, % at 4 µM, or EC50 in µM where a hit was titrated | 290,000 compounds, 0.63% hits; further: many of its hits are not listed in these tables
NOD1 NF-kB reporter = NOD1 signaling inhibitors, primary screen, cell-based, luminescence, uHTS (AID 1578); 290,000 compounds, 1% hits; NOD1-driven NF-kB luciferase reporter cells, luminescence; higher % means a stronger effect; inhibition, % at 4 µM; hits with a dose series show EC50 in µM; in the data active means inhibition mostly above about 36%, no sharp cut-off; inactive means mostly below about 34%;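 further: HEK-293T reporter cells stimulated with the NOD1 agonist gamma-tri-DAP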
HIV peptide binding = inhibitors of HIV fusion peptide binding, primary screen, biochemical, uHTS, fluorescence dequenching (AID 1986); 290,000 compounds, 0.3% hits; cell-free peptide binding, fluorescence dequenching, 30 min; higher % means a stronger effect; one-dose inhibition, % at 20 µM; IC50 in µM for titrated hits; in the data active means inhibition mostly above about 52%, no sharp cut-off; inactive means mostly below about 76%; further: some results filed as inactive read as strong as hits
Yfh1-depleted yeast = enhancers of respiration in Yfh1-depleted yeast, dose response, Friedreich's ataxia, plus single-dose screen (AID 1465); S. cerevisiae Yfh1-off respiration, WST-1 reduction, 72 h; higher fold induction means a stronger effect; fold induction at 50 µM, or EC50 in µM where a hit was titrated; 220,000 compounds, 0.074% hits;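 active means fold induction of absorbance versus untreated yeast above a set limit, then at least 30% activation at any dose in follow-up; inconclusive means repeats straddling the limit, or above it without dose testing; inactive means fold induction below the set limit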;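 further: activators that raise dye reduction in frataxin-depleted yeast; strong numbers were not always called active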
Dengue-2 NS5 capping = Dengue-2 NS5 methyltransferase inhibitors, primary screen, biochemical, confirmation dose response (AID 588689); Genome polyprotein (Dengue virus type 2 (strain 16681-PDK53)); Dengue-2 NS5 methyltransferase capping enzyme assay, biochemical; higher % means a stronger effect; one-dose inhibition, % at 25 µM; IC50 in µM for titrated hits; 340,000 compounds, 0.3% hits; in the data active means a potency from the dose series; inconclusive means inhibition above about 29% without an active follow-up result
West Nile antiviral = West Nile virus antiviral activity, cell-based, CPE readout (AID 1621); 290,000 compounds, 0.02% hits; one-dose CPE inhibition, % at 10 µM; IC50 in µM for titrated hits; West Nile virus-infected cells, CPE inhibition; higher % means a stronger effect; in the data active means a potency from the dose series; inconclusive means CPE inhibition mostly from about 3.7% at the one dose, without a potency; inactive means the rest, 99 in 100 with CPE inhibition below about 2.2%; further: strong numbers were not always called active
Dengue-2 NS5 capping pilot replicate = also measured in Dengue-2 NS5 capping; calls as there; inhibition, %; measured here: pilot screen replicate inhibition
The depositor's hits bear a star; i = inactive; ? = inconclusive; / = no result given; [ ] = remark or other dose. Unless noted, no stated cut-off is given here; in the data, active means inhibition above about 50%; inactive means the rest.

The opening two records as a preview:
SMILES	KOR beta-arrestin-1	AID2073	KOR beta-arrestin-2	HEK293 NOD2/NF-kB	NOD1 NF-kB reporter	HIV peptide binding	Yfh1-depleted yeast	Dengue-2 NS5 capping	West Nile antiviral	others
COc1ccc(N/C(=N/c2nc(C)cc(C)n2)NC(=O)Nc2ccc(Cl)c(Cl)c2)c(OC)c1	16%	-2%	1.0%	6%	-6%	1.8%	i	2%	-0.7%
Cc1nc2nc(SCC(=O)c3ccc([N+](=O)[O-])cc3)[nH]c2cc1Br	22%	-6%	-1.3%	14%	4%	1.5%	i	0%	-0.5%

Main list, from the first entry:
SMILES	KOR beta-arrestin-1	AID2073	KOR beta-arrestin-2	HEK293 NOD2/NF-kB	NOD1 NF-kB reporter	HIV peptide binding	Yfh1-depleted yeast	Dengue-2 NS5 capping	West Nile antiviral	others
COc1ccc(N/C(=N/c2nc(C)cc(C)n2)NC(=O)Nc2ccc(Cl)c(Cl)c2)c(OC)c1	16%	-2%	1.0%	6%	-6%	1.8%	i	2%	-0.7%
Cc1nc2nc(SCC(=O)c3ccc([N+](=O)[O-])cc3)[nH]c2cc1Br	22%	-6%	-1.3%	14%	4%	1.5%	i	0%	-0.5%
O=C(CSc1cnc2ccccc2n1)NC1CCCC1	10%	6%	3.7%	13%	10%	1.2%	i	-11%	-0.3%
CCCCN(Cc1ccccc1)S(=O)(=O)c1cc(Br)cc2c1N(C(C)=O)C(C)C2 (configuration not stated)	-32%	-1%	5.5%	6%	35%	-1.5%	i	0%	-0.5%
Cc1onc(-c2ccccc2Cl)c1C(=O)N(C)Cc1ccccc1	8%	9%	1.6%	14%	4%	2.7%	/	-1%	-0.8%
COCC1CCCN(C(=O)c2ccc3nc(Cc4cccc(Cl)c4)oc3c2)C1 (configuration not stated)	16%	0%	-1.5%	-46%	-50%	-0.8%	/	1%	-0.6%
COCCn1nnnc1C(c1ccccc1OC)N1CCN(c2ccccc2)CC1 (configuration not stated)	15%	-9%	10%	0%	4%	2.3%	i	-5%	1.1%
CC(=O)Nc1ccc(S(=O)(=O)N2CCN(c3ccc([N+](=O)[O-])cc3)CC2)cc1	16%[20 µM]	4%	-4.7%	14%	-10%	-0.8%	/	-5%	-0.2%
CCOC(=O)C1(CCCc2ccccc2)CCN(Cc2cn(CC)nc2C)CC1	4%	22%	-3.9%	3%	27%	-1.0%	i	-5%	-1.0%
COc1ccc(NC(C)=O)cc1NC(=O)CN1CCN(CC(=O)Nc2ccc(Cl)cc2)CC1	29%	-15%	-1.0%	6%	1%	-2.9%	i	-6%	-0.1%
CCOC(=O)C1NC(=O)CC1c1ccccc1 (configuration not stated)	-23%	14%	4.0%	-9%	25%	-0.6%	i	2%	0.1%
COC(=O)c1ccc(Oc2c(C)oc3cc(OCc4cnn(-c5ccccc5)c4)ccc3c2=O)cc1	-13%	7%	2.8%	24%	2%	-0.3%	i	2%	0.0%
CCCCCCCCCCCC(=O)NC(Cc1ccc(OC)c([N+](=O)[O-])c1)C(=O)O (configuration not stated)	-38%	14%	0.0%	14%	5%	43%	i	1%	0.2%
COC(=O)c1c(NS(=O)(=O)Cc2ccccc2)sc2c1CCCC2	-32%	-10%	-1.9%	9%	3%	-1.8%	i	4%	0.6%
O=C(COc1cccc2cccnc12)N/N=C/c1ccc(O)cc1	4%	1%	-4.0%	-7%	-18%	-2.5%	i	-2%	0.7%
O=C(O)c1sccc1OCc1ccccc1	-6%[20 µM]	-7%	-4.4%	2%	-8%	-0.6%	i	-13%	-0.2%
Nc1cc(C(=O)O)c(N)c2c1C(=O)c1ccccc1C2=O	24%	-161%	-6.6%	-24%	-1%	59%	i	?	0.0%
CNC(=O)NC(=O)COC(=O)c1n[nH]c2ccccc12	16%	-5%	-0.3%	0%	-10%	0.3%	i	-13%	0.0%
Cc1onc(-c2c(Cl)cccc2Cl)c1C(=O)Nc1ccc(N2CCOCC2)cc1	-13%	-2%	2.6%	7%	2%	-2.2%	i	-2%	-0.4%
CCNCC(=O)N1c2ccccc2CCc2ccc(NC(=O)OC(C)C)cc21	-27%[20 µM]	3%	-1.4%	14%	-27%	-0.9%	/	-15%	-0.8%
Nc1nc(SCC(=O)NCC2CCCO2)n[nH]1 (configuration not stated)	20%	-3%	-2.1%	2%	1%	0.3%	i	-6%	0.9%
CCOC(=O)c1c(-c2cccs2)csc1NC(=O)COC(=O)c1c(C)noc1C	2%	-6%	0.0%	17%	14%	-1.9%	i	3%	0.0%	Dengue-2 NS5 capping pilot replicate=-0.5
Cc1ccc(S(=O)(=O)Cc2ccc(C(=O)NCc3ccc4c(c3)OCO4)o2)cc1	1%	3%	1.8%	9%	2%	2.6%	i	-3%	-0.8%
CN(C)c1nc(Nc2ccc(Cl)c(Cl)c2)nc(N(C)C)n1	-70%[20 µM]	14%	0.5%	10%	-26%	3.1%	/	-6%	-0.9%
C[C@@H](CN=[N+]=[N-])CN1CC[C@H](O)CCC1=O	-28%[20 µM]	-1%	-3.1%	13%	-25%	0.0%	/	-5%	-0.1%
Cc1nc2cc(NC(=O)NCc3ccc4c(c3)OCO4)ccc2o1	23%	?	-3.4%	6%	-17%	-1.7%	i	2%	0.2%
O=C(c1ccco1)N1C(=O)c2cccc3cccc1c23	26%	6%	-6.3%	16%	-6%	1.2%	i	-1%	0.0%
O=S(=O)(NCC(c1cccnc1)N1CCOCC1)c1cccs1 (configuration not stated)	-4%	7%	-1.8%	3%	-19%	-2.1%	i	-7%	-0.8%
Cc1cc(C)cc(NC(=S)N2CCN(c3ccc(F)cc3)CC2)c1	/	-13%	0.2%	11%	-31%	-3.1%	i	0%	0.5%
OCc1ccccc1N=c1ssnc1Cl	-20%	10%	3.5%	-14%	-24%	-0.2%	i	/	-0.1%
O=C1CCCc2c1cc(-c1ccccc1)n2-c1ccccc1	2%	3%	-2.0%	9%	-10%	9.2%	i	3%	1.9%
Cc1ccccc1C(=O)N1CCN(c2ccc(NC(=O)c3cccs3)cc2)CC1	18%	3%	-1.9%	6%	14%	1.9%	/	-1%	-0.8%
O=C(Nc1ccc(Cl)cc1C(=O)O)c1ccc2c(c1)C(=O)N(Cc1ccco1)C2=O	37%	5%	0.6%	-7%	-15%	50%*	i	46µM*	0.1%
Cc1cc(=O)oc2cc(OCC(=O)c3ccc4c(c3)NC(=O)CO4)ccc12	-23%	36%	8.0%	3%	-30%	-0.3%	i	-7%	-0.2%
Cc1nc(-c2ccc(NC(=O)c3ccccc3C)cc2)cs1	-32%	10%	0.3%	-84%	-47%	2.4%	i	/	-0.5%
C/C(CC(=O)Nc1ccc2c(c1)OCCO2)=N\NC(=O)Cc1ccc(Cl)cc1	-22%	-3%	-3.0%	7%	-9%	1.9%	/	-2%	-0.5%

Looked up by compound from above:
SMILES	KOR beta-arrestin-1	AID2073	KOR beta-arrestin-2	HEK293 NOD2/NF-kB	NOD1 NF-kB reporter	HIV peptide binding	Yfh1-depleted yeast	Dengue-2 NS5 capping	West Nile antiviral	others
Cc1nc(-c2ccc(NC(=O)c3ccccc3C)cc2)cs1	-32%	10%	0.3%	-84%	-47%	2.4%	i	/	-0.5%
Cc1nc2cc(NC(=O)NCc3ccc4c(c3)OCO4)ccc2o1	23%	?	-3.4%	6%	-17%	-1.7%	i	2%	0.2%
C/C(CC(=O)Nc1ccc2c(c1)OCCO2)=N\NC(=O)Cc1ccc(Cl)cc1	-22%	-3%	-3.0%	7%	-9%	1.9%	/	-2%	-0.5%

Filtered by structure: the entries above containing an NH in an aromatic ring.
SMILES	KOR beta-arrestin-1	AID2073	KOR beta-arrestin-2	HEK293 NOD2/NF-kB	NOD1 NF-kB reporter	HIV peptide binding	Yfh1-depleted yeast	Dengue-2 NS5 capping	West Nile antiviral	others
Cc1nc2nc(SCC(=O)c3ccc([N+](=O)[O-])cc3)[nH]c2cc1Br	22%	-6%	-1.3%	14%	4%	1.5%	i	0%	-0.5%
CNC(=O)NC(=O)COC(=O)c1n[nH]c2ccccc12	16%	-5%	-0.3%	0%	-10%	0.3%	i	-13%	0.0%
Nc1nc(SCC(=O)NCC2CCCO2)n[nH]1 (configuration not stated)	20%	-3%	-2.1%	2%	1%	0.3%	i	-6%	0.9%

The list continues.
SMILES	KOR beta-arrestin-1	AID2073	KOR beta-arrestin-2	HEK293 NOD2/NF-kB	NOD1 NF-kB reporter	HIV peptide binding	Yfh1-depleted yeast	Dengue-2 NS5 capping	West Nile antiviral	others
CCCc1nc(S(=O)(=O)Cc2ccc(Cl)cc2Cl)n[nH]1	5%	8%	-1.6%	6%	-28%	-1.1%	i	-1%	1.2%
CCCCC(=O)NC(=S)Nc1ccc(Cl)c(C(=O)O)c1	-20%[20 µM]	-5%	/	12%	-20%	1.4%	i	2%	0.3%
Cc1ccc2c(c1)C(c1ccccc1)CC(=O)O2 (configuration not stated)	13%	13%	-3.3%	2%	-10%	-2.2%	i	-1%	0.5%
CN1CCN(NC(=O)c2cccc(Br)c2)CC1	24%	1%	-1.7%	-4%	3%	1.2%	i	1%	0.1%
COc1cc(OC)c(C(=O)Nc2ccc3ccccc3c2)cc1OC	-7%	5%	2.7%	-19%	1%	-1.2%	/	11%	-0.8%
O=C(N/N=C/C=C/c1ccccc1)c1ccccc1Br	23%	6%	-2.1%	5%	10%	-1.8%	i	5%	-0.1%
Nc1ccnn1Cc1ccc(Br)s1	9%	-1%	-4.5%	11%	-15%	1.8%	i	2%	-0.1%
COc1ccc(-c2noc(=O)n2Cc2ccccc2F)cc1	-28%[20 µM]	0%	0.5%	3%	-10%	-0.2%	/	11%	-0.5%
O=S(=O)(NCCN1CCOCC1)c1ccc(Cl)c(Cl)c1	-33%	-5%	-1.7%	4%	-3%	-1.3%	/	-2%	0.0%
COc1ccc(S(=O)(=O)Nc2ccc(S(=O)(=O)N(C)C)cc2)cc1[N+](=O)[O-]	-7%	-6%	7.2%	0%	-40%	2.3%	i	-2%	0.5%
CC(C)NC(=O)Cn1c(SCC(=O)N2CCc3ccccc3C2)nc2ccccc21	/	41%	/	4%	-11%	1.5%	i	-3%	-1.2%
Cc1ccc(S(=O)(=O)NCC(=O)OCC(=O)NCc2ccc(F)cc2)cc1	-27%	19%	-11%	17%	-30%	-0.3%	i	-6%	0.3%
CS(=O)(=O)N(CC(=O)Nc1cccc([N+](=O)[O-])c1)c1cccc(F)c1	-16%[20 µM]	10%	/	-1%	11%	-0.2%	i	-5%	-0.6%
O=C(CCCc1ccccc1)Nc1cccc(C(=O)O)c1	5%[20 µM]	24%	-3.6%	-147%	46%	-0.9%	i	0%	-0.1%

Bioassay records deposited in PubChem BioAssay by several laboratories.

Only part of the results is shown, so the mix of outcomes need not match the whole.
